Assay outcomes as filed in PubChem BioAssay.
p-CIP stab down: p/CIP-EGFP fusion destabilizers, primary screen, fluorescence, F442A cells; Q05BA5; 16 h; decrease of EGFP signal, % at 10 µM; 290,000 tested, 0.01% active; AID 1984, 2009;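 active means EGFP signal decrease of at least 30% at 10 µM or well 3 SD below plate mean, unless failing retest; inactive means the rest, including hits failing retest or dose response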; further: some compounds called inactive have numbers as strong as hits; many of its hits are not listed in these tables
CRFR2-BP antag: antagonists of CRF-BP/CRF-R2 complex, primary screen, cell-based, HEK293, calcium dye fluorescence, uHTS | CRF-induced calcium fluorescence | inhibition, % at 11.8 µM | 350,000 tested, 0.59% active | AID 588475, 2011;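 active means inhibition of the ligand-induced calcium signal above about 50% at the single tested concentration, limit read from the data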
VIM-2 inh: VIM-2 metallo-beta-lactamase inhibitors, primary screen, biochemical, epi-absorbance readout, Pseudomonas aeruginosa enzyme; inhibition, % at 5.6 µM; purified VIM-2, nitrocefin hydrolysis, epi-absorbance fluorescence; 290,000 tested, 0.89% active;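 active means inhibition above the mean of all tested compounds plus 3 SD, cutoff set per screening run, cut at about 7.5% in these data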;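 further: red hydrolysis product quenches plate fluorescence so inhibitors raise well fluorescence; 0% = enzyme with DMSO and 100% = DMSO without enzyme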
IMP-1 inhibitor: IMP-1 metallo-beta-lactamase inhibitors, primary screen, biochemical, epi-absorbance readout, Pseudomonas aeruginosa enzyme; purified IMP-1, nitrocefin hydrolysis, epi-absorbance fluorescence; inhibition, % at 5.6 µM; 290,000 tested, 0.45% active;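 active means inhibition above the mean plus 3 SD of all compounds in the same screening run, cut at about 4.5% in these data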;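 further: 0% = IMP-1 with DMSO and 100% = DMSO wells lacking enzyme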
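System: purified IMP-1 / Input: IMP-1 dispensed at 0.2 nM / Medium: 50 mM HEPES pH 7.1, 50 µM ZnSO4, 0.05% Brij 35 / Timing: 15 min enzyme–compound preincubation, then 25 min nitrocefin reaction, 25 °C / Technique: plate fluorescence quenching by hydrolysis product, ex 480/em 530 nm / Repeats: singlicate testing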
GalR3 antagonist: GalR3 antagonists in HEK293 cells, primary screen, cell-based, fluorescence readout; Galanin receptor type 3 (Homo sapiens), O60755; HEK293 GalR3-CNG cAMP membrane potential fluorescence; galR3 body fused to GalR1 C-terminus; inhibition, % at 3 µM; 360,000 tested, 0.44% active; AID 651719, 2012;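 active means inhibition above the screen-wide average plus 3 SD, cut at about 13% in these data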;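 further: forskolin and galanin both at EC90 stimulate the cells; cAMP rise reported by CNG channel membrane potential dye signal; 0% = forskolin plus galanin with DMSO and 100% = forskolin alone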
IDE act: human IDE activators in live cells, primary screen, fluorescence polarization, HEK cells, FAbeta-B substrate; Insulin-degrading enzyme (Homo sapiens), P14735; FAbeta-B cleavage; 0% vehicle, 100% cell-free pure enzyme wells; activation, % at 5.96 µM; 340,000 tested, 0.073% active;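 active means activation above the mean of all tested compounds plus 3 SD, set per screening campaign, cut at about 17% in these data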
Target sequence (P14735 whole entry, looked up): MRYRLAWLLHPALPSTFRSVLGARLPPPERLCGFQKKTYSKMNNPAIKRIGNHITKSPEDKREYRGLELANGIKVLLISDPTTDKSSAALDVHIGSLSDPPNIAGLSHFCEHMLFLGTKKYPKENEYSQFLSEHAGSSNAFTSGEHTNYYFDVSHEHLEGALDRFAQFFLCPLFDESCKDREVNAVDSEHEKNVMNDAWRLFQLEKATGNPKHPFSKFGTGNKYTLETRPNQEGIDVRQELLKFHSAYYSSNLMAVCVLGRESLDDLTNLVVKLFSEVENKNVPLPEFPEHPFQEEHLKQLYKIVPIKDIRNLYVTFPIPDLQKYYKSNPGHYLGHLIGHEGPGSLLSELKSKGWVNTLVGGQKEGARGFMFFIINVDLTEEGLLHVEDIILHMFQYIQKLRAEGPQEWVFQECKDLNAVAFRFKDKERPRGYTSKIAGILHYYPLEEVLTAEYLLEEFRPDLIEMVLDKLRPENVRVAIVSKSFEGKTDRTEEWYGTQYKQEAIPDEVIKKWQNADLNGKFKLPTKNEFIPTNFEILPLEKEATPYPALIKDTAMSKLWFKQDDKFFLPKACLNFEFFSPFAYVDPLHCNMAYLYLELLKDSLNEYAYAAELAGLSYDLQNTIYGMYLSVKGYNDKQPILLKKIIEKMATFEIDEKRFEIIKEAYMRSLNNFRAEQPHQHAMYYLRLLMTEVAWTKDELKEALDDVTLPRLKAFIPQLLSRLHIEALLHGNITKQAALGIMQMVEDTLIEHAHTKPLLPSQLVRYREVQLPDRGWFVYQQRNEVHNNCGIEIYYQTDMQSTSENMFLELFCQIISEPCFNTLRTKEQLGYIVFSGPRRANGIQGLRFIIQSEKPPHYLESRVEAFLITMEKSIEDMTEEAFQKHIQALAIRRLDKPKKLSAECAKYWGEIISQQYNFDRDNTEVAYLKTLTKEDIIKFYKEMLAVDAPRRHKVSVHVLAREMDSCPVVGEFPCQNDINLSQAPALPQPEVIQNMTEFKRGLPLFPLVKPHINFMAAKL
SUMO HTRF inh: inhibitors of in vitro SUMOylation cascade, primary screen, biochemical, HTRF, uHTS; SUMO-conjugating enzyme UBC9 (Homo sapiens), P63279; HTRF SUMOylation assay, SAE1/SAE2 + UBC9; inhibition, % at 35 µM; 290,000 tested, 0.36% active; in the data active means inhibition above about 50%, passing the limit was not always enough; further: strong numbers were not always called active
NS3 helicase inh: inhibitors of HCV NS3 helicase, primary screen, biochemical, Cy5 molecular beacon fluorescence; NS3 helicase DNA unwinding; inhibition, % at 10.9 µM; 290,000 tested, 0.56% active; AID 1800, 2009;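 active means inhibition above the mean of all tested compounds plus 3 SD, set per campaign, cut at about 35% in these data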;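 further: 0% = DMSO wells and 100% = thioflavine S control wells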
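Control set: DMSO versus 110 µM thioflavine S; Material: NS3 helicase fragment of HCV; Measured by: Cy5 fluorescence at 0 and 60 min, beacon hairpin quenching; Read-out basis: percent inhibition from t60/t0 fluorescence ratio; Times: reaction time 60 min, 25 °C; Repeats: single replicate; Compound dosing: single dose, 10.9 µM nominal final, DMSO 0.8% final.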
IDE cell inh: human IDE inhibitors in live cells, primary screen, fluorescence polarization, HEK cells, FAbetaB substrate; Insulin-degrading enzyme (Homo sapiens), P14735; FAbetaB cleavage; inhibition, % at 5.59 µM; 320,000 tested, 0.41% active; AID 434962, 2010;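 active means percent inhibition above the average of all tested compounds plus 3 SD, set per screening campaign, cut at about 16% in these data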;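 further: IDE supplied by intact live HEK cells; FP after avidin binding of uncleaved biotin substrate so inhibition keeps polarization high; 0% = DMSO wells and 100% = 60 µM reference IDE inhibitor Ii1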
Starred values were filed as active, the others as inactive; / = not tested or not shown; & = joins results of further samples.

Sample of the layout (5 entries):
SMILES | p-CIP stab down | CRFR2-BP antag | VIM-2 inh | IMP-1 inhibitor | GalR3 antagonist | IDE act | SUMO HTRF inh | NS3 helicase inh | IDE cell inh
Cc1ccc(NC(=O)c2sccc2C)cc1[N+](=O)[O-] | 10 | -10 | -1.2 | -1.5 | 5 | 5 | -2 | 11 | 0
CC(=O)N1c2ccc(S(=O)(=O)N3CCC(C(=O)NCCc4ccc(Cl)cc4)CC3)cc2CC1C (centres undefined) | -12 | 5 | -1.6 | -2.8 | 1 | 3 | 16 | -11 | -2
CCc1nnc(NS(=O)(=O)c2ccc(N/C=C\C(=O)c3ccc4ccccc4c3)cc2)s1 | 0 | 18 | 0.7 | -1.7 | -7 | -1 | 11 | 23 | 6
COc1ccc(N(C(=O)CCl)C(C(=O)NC2CCCCC2)c2cccnc2)cc1 (centres undefined) | 0 | 9 | -3.3 | -3.1 | 3 | 1 | 7 | -62 | 4
Cc1cc(C(=O)NNC(=O)COc2ccccc2Cl)n[nH]1 | 1 | 9 | 0.2 | 0.2 | 3 | 6 | 35 | -4 | -3

This part in full, from the first entry:
SMILES | p-CIP stab down | CRFR2-BP antag | VIM-2 inh | IMP-1 inhibitor | GalR3 antagonist | IDE act | SUMO HTRF inh | NS3 helicase inh | IDE cell inh
Cc1ccc(NC(=O)c2sccc2C)cc1[N+](=O)[O-] | 10 | -10 | -1.2 | -1.5 | 5 | 5 | -2 | 11 | 0
CC(=O)N1c2ccc(S(=O)(=O)N3CCC(C(=O)NCCc4ccc(Cl)cc4)CC3)cc2CC1C (centres undefined) | -12 | 5 | -1.6 | -2.8 | 1 | 3 | 16 | -11 | -2
CCc1nnc(NS(=O)(=O)c2ccc(N/C=C\C(=O)c3ccc4ccccc4c3)cc2)s1 | 0 | 18 | 0.7 | -1.7 | -7 | -1 | 11 | 23 | 6
COc1ccc(N(C(=O)CCl)C(C(=O)NC2CCCCC2)c2cccnc2)cc1 (centres undefined) | 0 | 9 | -3.3 | -3.1 | 3 | 1 | 7 | -62 | 4
Cc1cc(C(=O)NNC(=O)COc2ccccc2Cl)n[nH]1 | 1 | 9 | 0.2 | 0.2 | 3 | 6 | 35 | -4 | -3
COc1ccc2cc3c(N)nn(C(=O)c4ccccc4Cl)c3nc2c1 | -6 | -29 | -1.4 | 0.7 | -2 | 3 | 18 | 6 | -3
COCCN(C(=O)CSc1nnc(-c2ccccc2C)n1C)c1c(N)n(Cc2ccccc2)c(=O)[nH]c1=O | -4 | 7 | -3.6 | -3.6 | 2 | -5 | 1 | -1 | -1
CC(=O)Nc1ccc(NC(=O)C/C(C)=N/NC(=O)COc2cc(C)c(Br)cc2Br)cc1 | 3 | -12 | 0.1 | -1.5 | -6 | -4 | -2 | -2 | -1
Cc1cc(C)cc(N2CC(O)Cn3c2nc2c3c(=O)[nH]c(=O)n2C)c1 (centres undefined) | -9 | 1 | -2.5 | -5.1 | 0 | 6 | 31 | 9 | /
O=C(Nc1nc2c(F)cc(F)cc2s1)C1CCN(C(=O)c2ccc(F)cc2)CC1 | / | -9 | / | / | 3 | 5 | / | / | 4
Cc1ccc(-c2nnc(CSc3nnc(C)s3)o2)cc1 | -2 | 4 | -0.6 | -3.8 | -4 | -1 | -7 | 3 | 4
COc1ccccc1NC(=O)c1ccccc1SC | -6 | 6 | -3.3 | -3.9 | 1 | 2 | 18 | 1 | 3
CN(CC(=O)Nc1ccc(Cl)cc1)C(=O)c1ccc(COc2ccccc2)cc1 | / | -24 | / | / | -6 | 0 | / | / | -1
COc1ccccc1NC(=O)c1ccc(-n2cncn2)nc1 | 2 | 6 | -0.4 | -0.8 | -3 | 4 | 8 | -1 | 3
COc1ccc(C(=O)CC(c2ccccc2)C2CCCCC2=O)cc1 (centres undefined) | -1 | 0 | -3.9 | -3.7 | -1 | -1 | -4 | 0 | 1
O=c1[nH]c(Nc2ccccc2Cl)cc2ccccc12 | / | -6 | / | / | -5 | -7 | / | / | 9
Cc1cc(CC(=O)O)c(C)cc1CC(=O)O | -1 | 0 | -1.4 | -2.0 | 0 | 3 | -11 | 1 | 4
COc1ccc(-n2nc3cc(C)c(N)cc3n2)cc1Cl | -16 | -16 | -0.8 | -2.1 | 2 | -4 | 25 | 30 | 0
COc1cc(C(=O)OCC(=O)c2ccccc2)cc2c1OCCO2 | / | 18 | / | / | -6 | 2 | / | / | -1
COc1ccc(N2CCN(C(=O)COc3ccccc3)CC2)cc1 | 10 | -1 | -0.2 | -0.8 | -4 | / | 3 | -5 | -3
N#Cc1nc(COc2ccc(-c3ccccc3)cc2)oc1NCc1cccnc1 | -10 | 6 | -4.3 | -3.7 | -5 | 6 | -7 | -9 | 2
O=C(NCCCn1ccnc1)c1nc(Cn2cc([N+](=O)[O-])cn2)no1 | -11 | -22 | -2.8 | -1.2 | -6 | 1 | 2 | 6 | 0
CCN(Cc1cccc(F)c1)C(=O)c1ccc2ccccc2n1 | -6 | -3 | 0.7 | -2.7 | -4 | 6 | -3 | 7 | -2
Cc1ccc(NC(=S)NCCc2ccc(F)cc2)c(C)c1 | -8 | -6 | -1.9 | -1.7 | -10 | 0 | 2 | 13 | 4
C[C@H](CO)N1C[C@H](C)[C@@H](CN(C)S(=O)(=O)c2cn(C)cn2)Oc2c(NC(=O)Nc3ccc(C(F)(F)F)cc3)cccc2C1=O | / | -8 | / | / | -2 | 6 | / | / | 5
CCN(CC)CCOC(=O)c1ccc(N/C=C(/C#N)c2nc(-c3ccc4c(c3)OCO4)cs2)cc1 | -13 | -3 | 0.0 | 2.9 | 4 | 7 | 42 | -38 | -1
COC(=O)CNC(=O)CSc1nc2sc(-c3ccccc3)cc2c(=O)n1-c1ccccc1 | / | 16 | / | / | -3 | 1 | / | / | -1
CC1=Nc2cc(C(=O)NCCN3CCOCC3)ccc2Sc2c(C)ccc(C)c21 | 3 | -7 | -0.6 | -1.8 | 0 | -1 | 0 | -41 | 3
COc1ccc(-c2csc(NC(=O)C(CC(=O)O)N3CCOCC3)n2)cc1 (centres undefined) | 2 | 1 | -0.7 | -2.0 | -6 | 2 | -7 | 1 | /
COc1ccc(/C=N/NC(=O)c2ccco2)cc1Cn1nc(C)c([N+](=O)[O-])c1C | -6 | 11 | -1.5 | -2.2 | -5 | -6 | 18 | 0 | -2
CC(=O)c1ccc(OCc2ccccc2)c(C)c1O | 11 | -1 | -1.4 | -3.9 | -5 | -1 | -15 | 0 | 5
O=C(NCc1ccccc1)c1ccccc1-c1nc2ccccc2[nH]1 | -7 | -4 | -4.1 | -3.5 | 1 | -1 | -5 | 0 | 1
CC(=O)Nc1ccc(Nc2c([N+](=O)[O-])cc(S(C)(=O)=O)cc2[N+](=O)[O-])cc1 | 9 | 18 | -5.4 | -5.5 | 5 | 6 | 10 | -1 | 0
CC(=O)Nc1ccc(Nc2ccc(N3C(=O)CCCC3=O)cc2[N+](=O)[O-])cc1 | -25 | 43 | 1.3 | -3.3 | -4 | 1 | 4 | 3 | -3
Cc1c(Cl)cccc1NC(=O)c1ccc(OCC(=O)NCc2ccccc2)cc1 | -9 | 12 | -2.7 | -0.9 | -2 | 2 | 10 | -8 | -6
CCc1cccc2c(C(=O)CN3C(=O)N(C)C4(CCCCC4)C3=O)c[nH]c12 | / | -1 | / | / | -2 | 1 | / | / | -1
O=C(CSc1nnc(NC(=O)C2CCC2)s1)Nc1ccccc1Br | -14 | -24 | -3.4 | 0.3 | 12 | 3 | 3 | -4 | -1
CCOC(=O)c1c[nH]c2c(Cl)c(Cl)ccc2c1=O | -10 | -5 | -1.5 | -2.9 | -5 | 3 | 20 | 1 | 0
O=C(NCCCc1ccncc1)C1CCC(=O)N(Cc2cccc(F)c2)C1 (centres undefined) | -15 | 0 | -1.0 | -2.8 | -5 | -4 | 1 | 11 | 4
CCOc1ccc(N=Cc2c(C)[nH]n(-c3nc4ccccc4[nH]3)c2=O)cc1 | -15 | -11 | -3.3 | 7.2* | -4 | 6 | -49 | -1 | 10
COc1ccc(N2CCN(C(=O)COc3cccc4ccccc34)CC2)cc1 | 2 | 3 | -2.1 | -2.3 | / | 4 | -1 | -13 | 0
COc1ccc(N2CCN(S(=O)(=O)c3ccc4c(c3)CCCC4)CC2)c([N+](=O)[O-])c1 | 2 | 14 | -0.1 | -1.5 | 3 | 2 | 16 | 2 | 1
CCN(CC)S(=O)(=O)c1cc(NC(=O)CN2CCN(c3ccccn3)CC2)ccc1C | -4 | 9 | 1.1 | -1.8 | -5 | -3 | 4 | -1 | -1
COc1ccc(CN2C(=O)C(C)Nc3ncnc(N4CCN(c5ccccc5)CC4)c32)cc1 (centres undefined) | / | 2 | / | / | -8&-7 | 5 | / | / | 2
O=C(NCC1CCCCC1)C1(CC2CC(c3ccc(Cl)cc3)=NO2)CCNCC1 (centres undefined) | 9 | 9 | 1.0 | -0.5 | -5 | -1 | -4 | -79 | 7
O=C(O)CC(CC(=O)N1CCN(C(=O)c2ccco2)CC1)c1ccccc1 (centres undefined) | -1 | -3 | -1.8 | -0.3 | 1 | 0 | -6 | 32 | 2
O=C(NC1CCCCC1)C(c1ccccc1)N1CCCC1 (centres undefined) | 4 | 14 | -0.7 | -2.3 | -3 | 1 | -6 | 7 | 6
N#CC1=C(N)Oc2cc(O)ccc2C1c1ccccc1 (centres undefined) | -1 | 12 | -2.9 | -1.7 | -3 | -11 | 6 | 4 | 3
Cc1ccc(N2C(=O)CSC2=S)cc1C | -15 | -43 | -4.3 | -2.1 | -5 | -4 | 24 | 18 | 4
CC(C)CN(C(=O)COC(=O)C12CC3CC(CC(Cl)(C3)C1)C2)c1c(N)n(Cc2ccccc2)c(=O)[nH]c1=O | / | -25 | / | / | -7 | 2 | / | / | 4
COc1ccc(C(=O)N/N=C/c2sc3ccccc3c2O)cc1 | -15 | -73 | -2.4 | -1.4 | / | -27 | -49 | 1 | 17*
COc1ccccc1-n1cnc2cc(NCc3cccs3)ccc21 | -14 | 5 | 0.5 | -6.1 | -2 | -1 | 1 | -10 | -1
OC[C@@H]1CCCN1Cc1nc(-c2cccs2)no1 | -4 | 10 | -1.5 | -1.6 | 0 | -3 | 24 | 3 | 2
O=C(Nc1ncn[nH]1)c1ccccc1O | -4 | 3 | -3.2 | -3.0 | 0 | 5 | 8 | 3 | -6
O=C(CSc1ccc2nnc(-c3ccncc3)n2n1)Nc1ccccc1F | -6 | -3 | -4.4 | -3.5 | 0 | -2 | 10 | 0 | 6
